# Screens (PubChem)
# DENV2 CPE rescue – protects cells from dengue virus 2 cytopathic effect; DENV2-infected cells, cytopathic effect rescue, plate reader; CPE inhibition, % at 9.99 µM; 350,000 tested, 1.7% active; in the data active means CPE inhibition above about 20%, passing the limit was not always enough; inconclusive means no clear call, values can overlap the other calls; tested in BHK-21 cells;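 further: 0% = median of neutral control wells and 100% = median of positive control wells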
# PglD DTNB – PglD (C. jejuni) enzyme inhibition. purified PglD enzyme, DTNB colorimetric CoA detection. inhibition, % at 12.5 µM. 360,000 tested, 0.098% active. AID 602405; in the data active means inhibition above about 16%, passing the limit was not always enough; inconclusive means no clear call, values can overlap the other calls; further: strong numbers were not always called active
# E-selectin induc – E-selectin induction on HUVECs. P16581. HUVEC E-selectin immunofluorescence imaging; normalized: neutral wells 0, TNF-alpha wells 100. activation, % at 7.58 µM. 260,000 tested, 0.37% active;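 active means mean E-selectin-positive cell signal at least 10% of the positive control, reached in at least 60% of replicates, without over 20% cell loss; inconclusive means no rule given, readout overlaps actives, possibly toxicity-flagged; inactive means the rest, including those meeting only one limit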;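 further: in these data hits start at about 27%; measured in HUVEC primary endothelial cells; signal is the percent of cells scored E-selectin positive by PE staining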
#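 Assay system: HUVEC primary endothelial cells. Input: 3,000 HUVEC seeded per well. Doses: one compound dose added by pin transfer. Read-out basis: % PE-positive cells. Benchmarks: TNF-alpha high, DMSO low. Detection: immunofluorescence imaging. Buffer or medium: EGM-2, gelatin.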
# S100A4 MyoIIA – S100A4-myosin IIA interaction inhibition; S100A4/TAMRA-MyoIIA peptide fluorescence polarization; inhibition, % at 10.7 µM; 360,000 tested, 0.14% active;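 active means mean inhibition of at least 70% across replicates, with every replicate also reaching that level; inconclusive means mean inhibition reaches 70% but some replicates fall short; inactive means mean inhibition below 70%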
# Target sequence (P26447 whole entry, looked up): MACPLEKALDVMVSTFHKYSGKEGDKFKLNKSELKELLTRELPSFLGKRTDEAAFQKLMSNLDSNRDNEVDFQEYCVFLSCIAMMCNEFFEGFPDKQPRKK
#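 Material: S100A4 monomer protein | Medium: HEPES pH 7.2 with CaCl2, KCl, NaCl, DTT, Triton | Reagent: Labelled myosin peptide probe, 5 nM | Doses: One dose per compound | Times: 5 min incubation before reading | Benchmarks: Neutral control DMSO, positive control TFP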
# SIRT5 block – sirtuin-5 (human) deacylase inhibition | Q9NXA8 | Purified SirT5, succinyl-peptide AMC, trypsin-coupled fluorescence | inhibition, % at 15 µM | 330,000 tested, 1.1% active; in the data active means inhibition above about 15%; inconclusive means no clear call, values can overlap the other calls
# Target sequence (Q9NXA8 whole entry, looked up): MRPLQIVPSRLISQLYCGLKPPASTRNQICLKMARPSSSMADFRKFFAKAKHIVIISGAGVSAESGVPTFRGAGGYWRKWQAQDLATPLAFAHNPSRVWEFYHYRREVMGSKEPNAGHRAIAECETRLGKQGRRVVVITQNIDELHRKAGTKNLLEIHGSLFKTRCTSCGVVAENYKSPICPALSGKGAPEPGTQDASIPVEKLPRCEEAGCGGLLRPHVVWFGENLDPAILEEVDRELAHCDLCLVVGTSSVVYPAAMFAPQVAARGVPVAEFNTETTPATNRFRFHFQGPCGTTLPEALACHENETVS
# ERp5 inh – blocks human ERp5 reductase activity on insulin | Q15084 | ERp5 insulin aggregation, absorbance 650 nm, 90 min | inhibition, % at 9.99 µM | 350,000 tested, 0.05% active;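 active means mean replicate inhibition above about 25%, with every replicate also reaching it, limit read from the data, passing the limit was not always enough; inconclusive means only one of those two criteria met; inactive means neither criterion met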
# Target sequence (Q15084 whole entry, looked up): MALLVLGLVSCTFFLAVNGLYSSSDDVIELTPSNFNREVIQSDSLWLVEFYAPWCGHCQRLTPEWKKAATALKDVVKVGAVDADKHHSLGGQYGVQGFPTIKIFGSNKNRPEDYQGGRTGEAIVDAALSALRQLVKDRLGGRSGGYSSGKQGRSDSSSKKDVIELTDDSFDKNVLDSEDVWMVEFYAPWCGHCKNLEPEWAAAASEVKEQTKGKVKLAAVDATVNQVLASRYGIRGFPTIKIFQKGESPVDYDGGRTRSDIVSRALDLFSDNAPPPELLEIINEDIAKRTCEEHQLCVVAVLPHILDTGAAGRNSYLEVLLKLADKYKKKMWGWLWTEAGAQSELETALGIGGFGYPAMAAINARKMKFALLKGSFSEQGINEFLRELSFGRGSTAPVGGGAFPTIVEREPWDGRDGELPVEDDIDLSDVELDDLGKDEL
# Statin myotox sup – suppressors of simvastatin-induced myotoxicity in C2C12 myotubes. ATP luminescence, 48 h; scaled: DMSO 0, geranylgeraniol control 100. rescue of ATP level, % at 7.49 µM. 330,000 tested, 0.78% active. AID 602340;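 active means mean ATP rescue above about 67%, or every replicate alone reaching that limit, limit read from the data, passing the limit was not always enough; inconclusive means no clear call, values can overlap the other calls; inactive means mean under the limit and some replicate under it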;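 further: myotubes were challenged with 10 µM simvastatin during compound exposure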
# * marks the source's active call; other numbers are inactive results; ? = inconclusive; · = no result given.
SMILES,DENV2 CPE rescue,PglD DTNB,E-selectin induc,S100A4 MyoIIA,SIRT5 block,ERp5 inh,Statin myotox sup
COC(=O)c1ccc2nc(C3CCCCC3)c(Cc3cccc(F)c3)n2c1,11,0,0.0,0,3,8,-7
Cc1nc(SCCOc2ccccc2)[nH]c(=O)c1Cc1ccccc1,-4,·,0.1,3,-7,3,·
C[C@@H]1CN([C@@H](C)CO)C(=O)c2cc(NC(=O)Cc3cn(C)c4ccccc34)ccc2O[C@H]1CN(C)Cc1ccncc1,-3,4,-7.2,-2,6,-4,-1
COc1ccc(C(=O)NC2CCN(C(=S)Nc3ccccc3C)CC2)cc1,0,·,·,-6,9,-6,·
CC1(C)CC(=O)C(C2=NC3(CCCCCC3)Cc3ccccc32)=C(O)C1,-1,·,·,2,-2,2,·
CCc1nc2c(OCC3COc4ccccc4O3)cccn2c1N(C)C(=O)c1cccs1 (centres undefined),-4,-2,-0.1,-24,1,-4,-5
COc1ccc(C2=Nc3ccc(C)cc3C(c3ccccc3)N2CC(=O)NN)cc1 (centres undefined),-1,·,·,-4,-2,8,·
C[C@@H]1CN([C@H](C)CO)C(=O)c2cc(NC(=O)c3ccncc3)ccc2O[C@@H](C)CCCCO[C@H]1CN(C)Cc1ccc(C(F)(F)F)cc1,0,0,1.5,3,8,5,45
COc1ccc(S(=O)(=O)Nc2ccc3c(c2)C(=O)N([C@H](C)CO)C[C@@H](C)[C@H](CN(C)Cc2ccc(Cl)c(Cl)c2)OCCCC[C@H](C)O3)cc1,-23,2,-0.2,·,·,·,-81
C[C@H](O)C#Cc1ccc([C@@H]2[C@H](CO)N3CCCCN(CC4CC4)C[C@@H]23)cc1,1,-1,-0.1,-13,-1,-1,-4
CCOC(=O)N1CCC(NC(=O)c2ccc(CS(=O)c3cccc(Cl)c3)o2)CC1 (centres undefined),-5,-7,·,1,-3,7,-1
C[C@@H]1CN([C@@H](C)CO)C(=O)c2cc(NC(=O)Nc3ccc(F)cc3)ccc2O[C@@H]1CN(C)C(=O)Nc1ccccc1,-9,5,-0.4,-7,2,-1,-27

# Of the compounds above, 3 contain an aryl methoxy group:
SMILES,DENV2 CPE rescue,PglD DTNB,E-selectin induc,S100A4 MyoIIA,SIRT5 block,ERp5 inh,Statin myotox sup
COc1ccc(C(=O)NC2CCN(C(=S)Nc3ccccc3C)CC2)cc1,0,·,·,-6,9,-6,·
COc1ccc(C2=Nc3ccc(C)cc3C(c3ccccc3)N2CC(=O)NN)cc1 (centres undefined),-1,·,·,-4,-2,8,·
COc1ccc(S(=O)(=O)Nc2ccc3c(c2)C(=O)N([C@H](C)CO)C[C@@H](C)[C@H](CN(C)Cc2ccc(Cl)c(Cl)c2)OCCCC[C@H](C)O3)cc1,-23,2,-0.2,·,·,·,-81

# Next section.
SMILES,DENV2 CPE rescue,PglD DTNB,E-selectin induc,S100A4 MyoIIA,SIRT5 block,ERp5 inh,Statin myotox sup
CN(C)c1nc2ccccc2c(N)c1-c1ccccc1,4,·,·,0,0,-5,·
COc1cccc(CNC(=O)CCC2CCCN(C(=O)c3cc(C)[nH]n3)C2)c1 (centres undefined),-2,-2,4.2,7,-7,2,8
CCOC(=O)c1ccc(N/C=C/C(=O)c2ccccc2)cc1,-3,·,·,17,-2,3,·
CN(C)c1nc(C#N)nc(N(C)C)n1,5,7,·,-2,-2,-3,7
C[C@@H]1CCCCO[C@@H](CN(C)C(=O)c2ccncc2)[C@H](C)CN([C@@H](C)CO)C(=O)c2cc(NC(=O)c3ccncc3)ccc2O1,?,-4,-0.2,8,-3,-4,·
O=C(C[C@H]1CC[C@@H]2[C@H](COC[C@H](O)CN2CC2CC2)O1)NCc1ccc(Cl)cc1,-5,2,0.0,0,-3,2,10
COc1ccc(CC(=O)NCCS(=O)(=O)N2CCN(c3ccc(F)cc3)CC2)cc1OC,-3,1,·,-4,-3,3,9
COc1ccccc1NC(=S)N(CCCN1CCOCC1)Cc1cccs1,1,·,·,2,2,0,·
O=C(Nc1ccccc1F)N1C[C@@H]2[C@H](c3ccccc31)[C@H](CO)N2C(=O)C1CC1,-6,-8,0.0,-5,5,-1,4
COc1ccc(OCCC(=O)OCC(=O)Nc2ccc(Br)cc2)cc1,0,5,1.6,-2,1,-3,·
COCCNC(=O)COCc1cc(-c2ccc3c(c2)OCO3)on1,-2,-3,-0.1,3,-1,1,0
COc1cccc(NC(=O)CN(C)C(=O)CC2Sc3ccccc3NC2=O)c1 (centres undefined),8,0,·,-7,-3,6,4
COc1ccc(CNC(=O)C(=O)NCC2OCCN2S(=O)(=O)c2ccc3c(c2)OCCO3)cc1 (centres undefined),-2,-2,0.1,0,-3,-7,-4
Cc1ccc(NC(=O)COc2coc(CN3CCN(c4ccccc4)CC3)cc2=O)cc1,-5,1,·,0,2,5,12
O=C(C[C@H]1CC[C@@H]2[C@H](COC[C@H](O)CN2C(=O)Nc2ccc(F)cc2)O1)NCC1CC1,1,0,0.0,-1,0,4,-5
CCOc1ccc2nc(NC(=O)c3ccc(C)o3)sc2c1,-3,1,0.1,7,-4,2,-32
CC1=NNC(=O)C1Cc1ccccc1C (centres undefined),17,1,2.5,-2,-3,0,2
COC(=O)[C@]12CCCCC=C1N(Cc1ccc3c(c1)OCO3)C(=O)[C@H](CC(=O)NCCc1ccccc1OC)C2,-3,·,24,-3,4,-2,·
COc1ccc(S(=O)(=O)Nc2ccc3c(c2)C(=O)N([C@H](C)CO)C[C@@H](C)[C@@H](CN(C)C(=O)NC2CCCCC2)OCCCC[C@@H](C)O3)cc1,-3,0,·,9,5,-4,·
COc1cccc(NC(=O)CN(C)CC(=O)NCc2ccc(F)cc2)c1,3,-3,0.5,-3,5,3,-1
CC(=O)Nc1ccc(C=C(C(C)=O)C(C)=O)cc1,5,·,·,-2,-3,-2,·
COc1cc(OC)cc(C(=O)NCC2CCCO2)c1 (centres undefined),9,·,·,2,1,-7,1
Cc1ccc(S(=O)(=O)N2CCCNCC2)cc1,23*,5,0.0,-10,-4,3,4
CCN(CC)C1CCN(Cc2c(C(=O)N3CCCCCCC3)nc3ccc(Cl)cn23)C1 (centres undefined),35*,-2,0.0,-3,-2,2,-7
Cc1ccc(S(=O)(=O)N[C@H]2C=C[C@H](CC(=O)NCCCN(C)C)O[C@H]2CO)cc1,7,-1,0.3,17,0,0,4
O=C(c1ccccc1F)N1CC2(C1)[C@H](c1ccccc1)[C@H](CO)N2CC1CC1,-6,·,-0.1,-14,1,-2,·
CO[C@@H]1CN(C)C(=O)c2cc(NC(=O)Nc3cc(F)ccc3F)ccc2OC[C@@H](C)N(C(=O)c2cnccn2)C[C@@H]1C,11,3,-0.1,-6,·,-3,7
Cn1c(N)c(C(=O)COC(=O)C2CCCN2C(=O)c2cccs2)c(=O)n(C)c1=O (centres undefined),-3,·,·,5,-2,11,·
CNC(=O)C[C@H]1CC[C@@H]2[C@H](COc3ccc(NS(=O)(=O)c4ccc(F)cc4)cc3C(=O)N2C)O1,1,-1,0.6,·,·,·,-1
O=C1CNC[C@@H]2[C@H](c3ccc(C4=CCCC4)cc3)[C@@H](CO)N12,-3,·,0.4,-4,-2,3,·
COc1ccc(-n2c(Cc3cccn3C)nnc2SCC(=O)Nc2cc(C)cc(C)c2)cc1,-3,-5,0.3,4,·,-2,-5
C[C@@H]1CN([C@H](C)CO)C(=O)c2cc(NC(=O)c3ccncc3)ccc2O[C@@H](C)CCCCO[C@@H]1CN(C)C(=O)c1ccccc1,-2,5,1.1,0,0,-4,-29
COc1ccc(OC)c(N(CC(=O)Nc2cccc3ccccc23)S(C)(=O)=O)c1,-2,·,·,-2,-4,4,·
N#Cc1cccc(-c2ccc3c(c2)[C@@H]2[C@@H](CCN2S(=O)(=O)c2ccccc2F)[C@H](CO)N3)c1,-5,-1,-0.7,-30,8,-1,-48
O=C(COC(=O)COc1ccc(Cl)cc1Cl)NC1CCCCCC1,-4,0,·,1,6,3,-8
CCCNC(C)(C)COC(=O)c1ccccc1,-10,-1,0.1,-1,6,-7,-39
Cc1c(Cl)cccc1NC(=O)CCN1CCC(C(N)=O)CC1,0,4,0.1,-17,10,-1,0
COc1ccc(NC(=O)C(c2ccccc2F)n2c(=O)c(-c3ccco3)nc3ccccc32)cc1 (centres undefined),-5,·,0.3,-1,1,-4,·
C[C@H](CO)N1C[C@H](C)[C@H](CN(C)C(=O)Nc2cccc3ccccc23)OCCCC[C@H](C)Oc2ccc(NS(=O)(=O)c3ccc(F)cc3)cc2C1=O,?,4,0.2,-30,2,1,·
COc1ccc(/C=N/NC(=O)c2ccccc2NC(=O)c2ccco2)c(OC)c1,7,·,-0.2,-1,-4,7,6
CCC(C)N(C(=O)c1csnn1)C(C(=O)NC1CCCC1)c1ccccc1F (centres undefined),-5,7,·,-6,0,4,7
Fc1ccc(-n2nnnc2-c2ccccc2Cl)cc1,1,·,·,4,1,-6,·
C=C1C(=O)OCC2C(C(=O)O)=CC3C(C)C(C)=CC123 (centres undefined),-6,0,-1.0,-15,-2,7,15
CCn1cc(SCC(=O)NC2CCCC2)c2ccccc21,-13,5,-1.1,-4,0,-1,1
COc1cccc2cc(C(=O)CS(=O)(=O)c3ccc(Cl)cc3)c(=O)oc12,2,2,·,-2,-7,5,2
CC(C)OP(=O)(OC(C)C)C(Nc1ccc([N+](=O)[O-])cc1)c1cccc([N+](=O)[O-])c1 (centres undefined),-6,·,3.9,-8,-3,1,·
Cn1cc(CNCc2ccccc2OCC(O)CN2CCc3ccccc3C2)cn1 (centres undefined),3,·,-0.1,-2,0,-1,·
COc1ccc(NC(=O)Nc2cc(C)ccc2F)cc1,·,3,·,-3,0,-5,-39
Cc1csc(=O)n1CCC(=O)NCc1ccc(F)cc1,?,-7,0.0,7,-1,4,-2
Cc1cccc(Nc2cc(=O)n(C)c(=O)n2C)c1,12,8,2.5,-1,·,1,7
O=C(CSc1ccc(Cl)cc1)N/N=C/c1cccnc1,-1,·,·,-6,1,5,·
CC(=O)Nc1ccc(-c2ccnc3c2CC(C(=O)Nc2cccc(C(F)(F)F)c2)O3)cc1 (centres undefined),5,-19,-0.1,-3,-2,6,-152
COc1ccccc1CN1[C@H](CO)[C@H]2c3ccccc3N(C(=O)C3CCOCC3)C[C@H]21,-4,3,0.2,9,-1,-4,11

# Six entries out of the list, sorted by SMILES length, low to high.
SMILES,DENV2 CPE rescue,PglD DTNB,E-selectin induc,S100A4 MyoIIA,SIRT5 block,ERp5 inh,Statin myotox sup
COc1ccc(NC(=O)Nc2cc(C)ccc2F)cc1,·,3,·,-3,0,-5,-39
Cc1csc(=O)n1CCC(=O)NCc1ccc(F)cc1,?,-7,0.0,7,-1,4,-2
O=C(CSc1ccc(Cl)cc1)N/N=C/c1cccnc1,-1,·,·,-6,1,5,·
Cn1cc(CNCc2ccccc2OCC(O)CN2CCc3ccccc3C2)cn1 (centres undefined),3,·,-0.1,-2,0,-1,·
COc1cccc2cc(C(=O)CS(=O)(=O)c3ccc(Cl)cc3)c(=O)oc12,2,2,·,-2,-7,5,2
CC(C)OP(=O)(OC(C)C)C(Nc1ccc([N+](=O)[O-])cc1)c1cccc([N+](=O)[O-])c1 (centres undefined),-6,·,3.9,-8,-3,1,·

# A portion of the library; the hit share may differ from the screen's.
